High-throughput results (PubChem)
USP2a inh: inhibitors of human ubiquitin-specific protease USP2a; USP2 core, Ub-CHOP2 coupled fluorogenic reporter, 485/531; Potency, µM (titrated, usually from 38.3 µM), inactives show top-dose activity change, negative = inhibition, actives largely listed as inhibitors; actives 0.01% (n = 330,000); AID 463254;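 further: potency means the concentration at half of the fitted maximal effect; plate controls were DMSO wells for no effect and full inhibition by NEM control for full effect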
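Deubiquitinase activity read as fluorescence (485/531 nm) after Ub-CHOP2 cleavage activates the enterokinase reporter on its substrate; USP2 core 10nM, Ub-CHOP2 and substrate 25nM each, 30min compound preincubation then 60min RT; data normalized to NEM, curves fitted.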
Eya2 inh: Eya2 (human) phosphatase inhibition; O00167; recombinant Eya2, OMFP fluorescence dephosphorylation (OMFP is methylfluorescein phosphate); Potency, µM (series often up to 76.9 µM), inactives show at the top dose activity, negative = inhibition, most hits filed as inhibitors; actives 0.006% (n = 330,000); further: potency means the concentration at half of the fitted maximal effect; on the % scale 0 is the no-effect control and ±100 the full control effect
Target sequence (O00167 whole entry, looked up): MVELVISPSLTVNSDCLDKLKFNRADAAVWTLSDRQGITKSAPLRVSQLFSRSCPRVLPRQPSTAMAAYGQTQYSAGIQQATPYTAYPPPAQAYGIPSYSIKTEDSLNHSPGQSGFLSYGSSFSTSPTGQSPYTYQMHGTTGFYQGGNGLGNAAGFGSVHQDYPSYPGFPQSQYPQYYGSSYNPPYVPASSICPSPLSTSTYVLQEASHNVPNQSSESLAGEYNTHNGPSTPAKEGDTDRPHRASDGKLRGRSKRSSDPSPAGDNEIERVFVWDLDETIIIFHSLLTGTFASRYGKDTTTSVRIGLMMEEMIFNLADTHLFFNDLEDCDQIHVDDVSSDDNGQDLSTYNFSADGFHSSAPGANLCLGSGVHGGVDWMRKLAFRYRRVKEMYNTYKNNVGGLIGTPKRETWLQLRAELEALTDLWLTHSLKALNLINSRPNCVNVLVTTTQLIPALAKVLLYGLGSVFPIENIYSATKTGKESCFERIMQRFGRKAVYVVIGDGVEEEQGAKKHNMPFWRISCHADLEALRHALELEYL
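Eya2 (0.2 uM) preincubated 10 min at ambient with compound, then OMFP substrate added at 50 uM; 10 min reaction in 50 mM HEPES pH 7.5, 50 mM NaCl, 5 uM MgCl2, 0.05% BSA, 1 mM DTT. Fluorescence read at Ex 485/Em 525 nm.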
Menin-MLL TR inh: displaces Texas Red mutant MLL peptide from human menin | Menin + Texas Red MLL mutant peptide, fluorescence polarization | Potency, µM (series often up to 61.6 µM), for the others: at the highest dose FP activity change, negative = inhibition, usual class: inhibitors | actives 0.23% (n = 270,000) | AID 1768; active means well fitted inhibition curve with a large enough effect in the polarisation, with a control signal flat, not every such curve was filed as active; inconclusive means small, poorly fitted or top-dose-only effect, or effect the other way, or a change in a side signal; inactive means no such curve, though single readings can be large or run the other way; the % refers to the polarisation; further: potency means the concentration at half of the fitted maximal effect; % of control where 0% means no effect; many of its hits are not listed in these tables
BCR signal inh: blocks chronic active B-cell receptor signaling | ABC-DLBCL IkBa-CBG/CBR reporter, luminescence ratio, 4 h | Potency, µM (series often up to 46.1 µM), for the others: at the highest dose ratio change, negative = lower green/red ratio, actives largely listed as inhibitors | actives 0.05% (n = 340,000); active means well fitted inhibition curve with a large enough effect in the signal ratio, with a control signal flat, not every such curve was filed as active; inconclusive means small, poorly fitted or top-dose-only effect, or effect the other way, or a change in a side signal; the % refers to the signal ratio;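 further: potency means the concentration at half of the fitted maximal effect; plate controls were basal doxycycline-induced cells for no effect and cells given 10 µM MG132 for full effect; MG132 reads +100%, hits lower the ratio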
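Compounds up to 46 uM were incubated four hours with TMD8 cells whose green CBG68 luciferase is fused to IkappaBalpha; red CBR luminescence normalised the signal, and concentration-effect curves were fitted to fusion, red and ratio data.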
MBNL1-CUG inh: blocks human MBNL1 binding to CUG repeat RNA; Q9NR56; TR-FRET MBNL1-His/biotin-(CUG)12 binding, 665/545 ratio; Potency, µM (doses to about 57.5 µM), for the others: top-dose activity change, negative = inhibition, actives largely listed as inhibitors; actives 0.036% (n = 280,000); active means well fitted inhibition curve with a large enough effect in the signal ratio, with a control signal flat, not every such curve was filed as active; inconclusive means small, poorly fitted or top-dose-only effect, or effect the other way, or a change in a side signal; inactive means no such curve, though single readings can be large or run the other way; the % refers to the signal ratio; further: potency means the concentration at half of the fitted maximal effect; on the % scale 0 is the no-effect control and ±100 the full control effect
Target sequence (Q9NR56 whole entry, looked up): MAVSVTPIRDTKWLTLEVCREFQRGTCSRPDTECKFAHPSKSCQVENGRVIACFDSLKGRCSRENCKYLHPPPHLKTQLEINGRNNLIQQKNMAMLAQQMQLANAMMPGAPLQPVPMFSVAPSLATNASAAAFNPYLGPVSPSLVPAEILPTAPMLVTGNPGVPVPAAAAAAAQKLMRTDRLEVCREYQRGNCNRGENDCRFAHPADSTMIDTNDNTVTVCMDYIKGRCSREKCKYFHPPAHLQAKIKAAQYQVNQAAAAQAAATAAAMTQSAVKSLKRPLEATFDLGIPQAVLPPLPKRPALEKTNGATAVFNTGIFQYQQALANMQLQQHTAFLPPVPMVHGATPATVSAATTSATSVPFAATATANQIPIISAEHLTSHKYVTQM
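Ratiometric TR-FRET (665 over 545 nm, excitation 340 nm) tracks disruption of MBNL1-His/biotin-(CUG)12 complex after 60 min at room temperature, with compounds at 92 nM to 58 uM final.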
hERG WT inh: blocks the wildtype human KCNH2 potassium channel; activity change, % at 1.84 µM; actives 0.37% (n = 340,000); AID 720551; U2OS, BacMam KCNH2, thallium flux FluxOr; hits give low values;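 active means maximum activity change below -70%; inconclusive means maximum activity change between -70% and -50%; inactive means maximum activity change above -50%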; further: on the % scale 0 is the no-effect control and ±100 the full control effect
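U2OS cells were transduced with wild-type KCNH2 virus (2.03 x 10^8 / mL) for 4 h at room temperature, then cultured overnight at 37 C. Thallium flux was read with FluxOr dye. Rate constants were normalized to DMSO controls.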
TSHR antagonist: blocks TSH signaling through the human TSH receptor; TSHR-expressing cells, TSH-stimulated cAMP HTRF, 2 h; hits give low values; actives 0.2% (n = 330,000); P16473; activity change, negative = inhibition, % at 11.5 µM; AID 504810;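 active means activity change below a set negative limit, meaning inhibition stronger than a set level, cut at about -70% in these data; inconclusive means activity change between two set negative limits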; further: on the % scale 0 is the no-effect control and ±100 the full control effect
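Inhibition of cAMP made by TSHR-expressing cells under TSH stimulation (4nM final, EC80; 2 h, 37 deg C) is quantified with a one-step lysis HTRF kit, anti-cAMP cryptate versus cAMP-d2.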
ASM inhibitor: inhibitors of human secretory acid sphingomyelinase; P17405; placental ASM, HMU-PC fluorogenic substrate, 60 min; Potency, µM (highest dose often 57.5 µM), without a hit: top-dose activity change, negative = inhibition, hits mostly inhibitors; actives 0.006% (n = 340,000); further: potency means the concentration at half of the fitted maximal effect
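Human placenta-derived ASM enzyme was preincubated with compound for 10 minutes at room temperature, then given fluorogenic substrate HMU-PC0 (9 uM final) for 60 minutes at 37 °C; a pH 10 stop preceded fluorescence reading at Ex 386/Em 447 nm.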
Mito fusion yeast: mitochondrial division inhibition or fusion activation; S. cerevisiae fusion-defective mutant growth rescue, CellTiterGlo 48 h; AID 485298; actives 0.23% (n = 320,000); Potency, µM (titrated, usually from 46.1 µM), for inactives: at the highest dose growth rescue (activation), most hits filed as activators;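 further: potency means the concentration at half of the fitted maximal effect; % of control where 0% means no effect; nearly all actives have a fitted effect of over 45% in size; temperature-sensitive fusion mutants such as fzo1-1 at 37 °C on non-fermentable ethanol glycerol medium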
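Read-out: ATP-based luminescence (CellTiterGlo, 10 min ambient) reporting growth of fusion-defective ts yeast after 48 hours at 37C on glycerol/ethanol YPEG medium in the presence of compound.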
PKM2 act: increases activity of human pyruvate kinase M2; purified PKM2, Kinase-Glo ATP luminescence, activation; response scale: 0% is enzyme alone, no compound; Potency, µM (doses to about 57.5 µM), inactives show at the highest dose activation, actives largely listed as activators; actives 0.34% (n = 260,000); AID 1631; further: potency means the concentration at half of the fitted maximal effect; on the % scale 0 is the no-effect control and ±100 the full control effect; nearly all actives have a fitted effect of over 55% in size
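Kinase-Glo luminescence reports ATP generated from ADP (0.1 mM) and PEP (0.5 mM) by purified hPK-M2 after 1 h at room temperature, pH 7.2 imidazole buffer; intermediate enzyme activity allows detecting inhibitors and activators.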
GALK inhibitor: inhibitors of human galactokinase | P51570 | Purified GALK, Kinase-Glo residual ATP luminescence | Potency, µM (titrated, usually from 57.5 µM), for inactives: top-dose activity change, negative = inhibition, most hits filed as inhibitors | actives 0.007% (n = 270,000); further: potency means the concentration at half of the fitted maximal effect; on the % scale 0 is the no-effect control and ±100 the full control effect
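Galactose (100 uM) and ATP (35 uM) were turned over by 5 nM GALK for 1 h at RT. Kinase-Glo Plus then converted the remaining ATP into a luminescent signal.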
Starred values were filed as active, the others as inactive; ? = inconclusive; . = not tested or not shown; & = joins results of further samples; [ ] = remark or other dose. Unless noted, the call rests on the fitted dose curve; in most records, active means well fitted curve in the direction sought with a large enough effect; inconclusive means small, poorly fitted or top-dose-only effect, or another doubt; inactive means no such curve, though single readings can be large; an effect the other way counts as inactive or inconclusive. These rows are one share of the data; the hit share may differ from the screen's.

Values run as follows: USP2a inh, Eya2 inh, Menin-MLL TR inh, BCR signal inh, MBNL1-CUG inh, hERG WT inh, TSHR antagonist, ASM inhibitor, Mito fusion yeast, PKM2 act, GALK inhibitor
CCOC(=O)CC[C@H](NC(=O)Cn1cnc2c(SC)nc(N)nc21)C(=O)OCC
  -1%, -7%, ., -9%, ., 3, 1, 0%, ., ., .
Cn1cnnc1SCC(=O)N(Cc1ccc2c(c1)OCO2)C1(C(=O)NC2CCCCC2)CCCC1
  -4%, 16%, -3%, 0%, -2%, -8, 3, 7%, 0%, -3%, 0%
c1cncc(-c2noc(-c3ccc4ccccc4c3)n2)c1
  1%, -4%, 9%, ?, 29%, 8, -5, 2%, 0%, 2%, -2%
O=[N+]([O-])c1cc(/C=N/O)ccc1Sc1ccccc1
  1%, -1%, ?, ?, ?, -1, -13, -12%, 29%, 0%, 1%
Cc1cc2oc(=O)cc(C)c2cc1NC(=O)CCl
  0%, 25%, ., ?, -11%, 1, 9, 4%, -10%, -10%, 2%
CCN(CC)S(=O)(=O)c1ccc(N2CCOCC2)c(NC(=O)c2cc(C)cc(C)c2)c1
  1%, -2%, -19%, 10%, -8%, 4, -1, 0%, 6%, -10%, 0%
CC(C)C[C@@H](COc1ccccc1)N1CCN(CC(C)C)CCC1=O
  -1%, -4%, -9%, 6%, -7%, 11, 11, 2%, -2%, 8%, .
CCOCCCNC(=O)C1CC(=O)N(C2CCCC2)C1 (stereo unspecified)
  0%, -2%, 0%, 7%, -1%, -25, 7, 4%, -6%, 1%, -5%
CCOC(=O)CSc1nnc2n(Cc3ccccc3)c(=O)c3c4c(sc3n12)CCC4
  2%, -6%, -1%, 2%, -1%, -2, -6, -1%, 2%, -1%, 2%
CC(=O)Nc1nnc(-c2ccccn2)o1
  7%, 6%, 0%, -1%, -11%, -2, -1, 6%, -4%, ?, -1%
Cn1c(Cn2nnc3ccccc32)nnc1SCC(=O)NCc1ccc2c(c1)OCO2
  -2%, 24%, 0%, -1%, -13%, -2, 0, 1%, -1%, 16%, 10%
COc1ccc(OC(=O)c2cccc(S(=O)(=O)N3CC(C)OC(C)C3)c2)cc1 (stereo unspecified)
  2%, 8%, ., 1%, ., 3, -15, 0%, 11%, ., .
O=C(COc1ccccc1Cl)NNC(=O)c1ccc2nc[nH]c2c1
  -2%, -33%, ., -11%, ., -7, 7, 2%, 3%, ., .
Cc1ccc(C)c(NC(=O)c2cc(-c3cccnc3)nc3ccccc23)c1
  0%, 5%, -12%, 2%, 5%, -13, 10, 0%, -2%, -3%, 0%
CCN(CC)S(=O)(=O)c1ccc2c(c1)nc(CCC(=O)O)n2CC
  2%, 9%, 0%, 4%, -9%, 16, 2, -3%, 3%, 3%, 15%
Cc1ccc(CNC(=O)C(=O)NCC2OCCCN2S(=O)(=O)c2cccs2)cc1 (stereo unspecified)
  -1%, 0%, ., 1%, -10%, 3, -9, 2%, 1%, -10%, 0%
CC(=O)c1ccc(S(=O)(=O)NC2CC2)cc1
  -5%, 1%, -3%, 3%, 1%, 7, 2, -3%, 1%, -8%, -4%
Cc1ccc(CN2CCSc3ccc(C(=O)NCc4ccccn4)cc32)cc1
  0%, 0%, -23%, ?, 55%[activator], -2, -8, 419%[activator], -1%, -3%, 0%
C[C@]12CCC(=O)C=C1CC[C@@H]1[C@@H]2CC[C@@]2(C)[C@H]1CC[C@@]21CCC(=O)O1
  2%, 13%, -9%, -2%, -11%, -10, -6, 0%, -2%, ., 0%
CC(=O)Oc1cc2oc(=O)cc(C)c2cc1OC(C)=O
  2%, 0%, -4%, ?, 33%[activator], -22, 9, ., 4%[9.22 µM], 1%, -1%
Cc1cc(C)cc(CSCC(=O)NN=C2CCCCCC2)c1
  3%, 1%, -2%, -2%, -1%, 2, 3, 5%, -2%, -8%, 1%
COc1ccc(C(=O)O/N=C(\N)Cc2ccc(Cl)c(Cl)c2)cc1OC
  4%, 0%, 11%, ?, -17%, 0, -19, -1%, -21%, -2%, 1%
Cc1ccccc1C(OCC(O)CN1CCCCC1CCO)c1ccccc1 (stereo unspecified)
  -1%, -2%, -14%, ?, -6%, 1, 15, 9%, -4%, -9%, 3%
COc1ccc(OC)c(C2C(C#N)=C(N)N(N(C)C)C3=C2C(=O)CCC3)c1 (stereo unspecified)
  1%, -4%, 17%, ?, 1%, -6, -5, 17%, -2%, ., -2%
Cc1ccc(-n2nnc3c(=O)n(CC(=O)c4ccccc4)cnc32)cc1
  0%, -3%, ?, -2%, -6%, -2, 12, 3%, -6%, -3%, 0%
O=C(Nc1ccccn1)c1ccc(Br)c(S(=O)(=O)N2CCCC2)c1
  0%, 11%, 15%, 8%, 1%, -3, 9, 2%, 6%, -1%, 2%
CCC(C)c1ccc(NC(=O)CSc2nncn2N)cc1 (stereo unspecified)
  -2%, -15%, -2%, ?, -5%, -3, -6, -1%, 1%, -9%, 0%
Cc1cccc(C(=O)c2cccc(C)c2)c1
  1%, 4%, ., 4%, 3%[11.5 µM], 11, -9, -2%, -32%[inhibitor], ., .
CCC(=O)N1CCN(CCN=CC2=C(O)CC(c3cccs3)CC2=O)CC1 (stereo unspecified)
  0%, 3%, 6%, -7%, 12%, -14, 5, 1%, 0%, 5%, -3%
CCCOc1ccccc1C(=O)N1CCNC(=O)C1CC(=O)OC(C)C (stereo unspecified)
  0%, 5%, -5%, 0%, -9%, 0, -1, 2%, 0%, -14%[11.5 µM], 10%

Compounds above with a halogen (4):
Values run as follows: USP2a inh, Eya2 inh, Menin-MLL TR inh, BCR signal inh, MBNL1-CUG inh, hERG WT inh, TSHR antagonist, ASM inhibitor, Mito fusion yeast, PKM2 act, GALK inhibitor
Cc1cc2oc(=O)cc(C)c2cc1NC(=O)CCl
  0%, 25%, ., ?, -11%, 1, 9, 4%, -10%, -10%, 2%
O=C(COc1ccccc1Cl)NNC(=O)c1ccc2nc[nH]c2c1
  -2%, -33%, ., -11%, ., -7, 7, 2%, 3%, ., .
COc1ccc(C(=O)O/N=C(\N)Cc2ccc(Cl)c(Cl)c2)cc1OC
  4%, 0%, 11%, ?, -17%, 0, -19, -1%, -21%, -2%, 1%
O=C(Nc1ccccn1)c1ccc(Br)c(S(=O)(=O)N2CCCC2)c1
  0%, 11%, 15%, 8%, 1%, -3, 9, 2%, 6%, -1%, 2%

Further records
Values run as follows: USP2a inh, Eya2 inh, Menin-MLL TR inh, BCR signal inh, MBNL1-CUG inh, hERG WT inh, TSHR antagonist, ASM inhibitor, Mito fusion yeast, PKM2 act, GALK inhibitor
CC(C)Sc1cc(N2CCOCC2)nc(-c2ccccc2)n1
  6%, -10%, 13%, -7%, 18%[11.5 µM], -3, 18, ., -16%, 1%, .
Cc1ccccc1OCc1nnc(SC(C)C(=O)O)n1Cc1ccccc1 (stereo unspecified)
  3%, 8%, -2%, 10%, -7%, 18, 5, 3%, -6%, -1%, 0%
O=C1CC(NCc2ccncc2)C(=O)N1c1ccc(Cl)cc1 (stereo unspecified)
  1%, 0%, 17%, 2%, 5%, 15, 3, -3%, 0%, 1%, 0%
Oc1cccc(/C=N/Nc2ncnc3c2ncn3Cc2ccccc2)c1
  0%, -5%, 9%, 0%, ?, -2, -5, -3%, -5%, -5%, 1%
Cc1ccc(-c2cc(C(=O)O)n[nH]2)o1
  2%, -14%, 11%, 9%, 6%, 0, 3, -1%, -4%, 3%, 0%
COc1ccc(CCc2nc(C)ccc2O)cc1
  -1%&-1%, -2%, 0%&9%, 6%&-20%, 10%&5%, 0&-6, 3&10, 5%&1%, 1%&1%, 6%&-6%, 1%
